# Screening data: PubChem BioAssay, several laboratories
# GSTO1 inh = inhibitors of recombinant GSTO1, primary screen, counter-screen for RBBP9 inhibitor project, biochemical, fluorescence polarization | Glutathione S-transferase omega-1 (Homo sapiens), P78417 | activity-based probe fluorescence polarization | inhibition, % at 5.96 µM | 300,000 tested, 1.1% active | AID 1974, 2009;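 active means inhibition above the campaign mean inhibition plus 3 SD, cut at about 35% in these data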;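 further: 0% = GSTO1-1 with DMSO and 100% = wells lacking GSTO1-1 enzyme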
# GLD-1 RNA inh = GLD-1/TGE RNA complex disruptors, primary screen, biochemical, fluorescence polarization | 320,000 tested, 0.44% active | AID 2280, 2010 | purified GLD-1 + fluorescein TGE RNA | inhibition, % at 5.96 µM;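 active means percent inhibition above a per-plate cutoff, the plate mean of test compounds plus 3 SD, cut at about 30% in these data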;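 further: 0% = DMSO wells with GLD-1 and probe and 100% = wells lacking GLD-1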
# PME-1 primary = PME-1 inhibitors via competitive probe labeling, primary screen, biochemical, fluorescence polarization, FP-Rh probe, HTS | Protein phosphatase methylesterase 1 (Homo sapiens), Q9Y570 | recombinant PME-1 | inhibition, % at 5.9 µM | 320,000 tested, 0.53% active | AID 2130, 2009;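 active means inhibition above the campaign mean of all compounds plus 3 SD, cut at about 26% in these data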;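 further: competitive labeling of PME-1 active site by serine hydrolase directed probe; 0% = PME-1 with DMSO and 100% = wells lacking PME-1 enzyme; inhibitors block probe labeling so polarization falls and inhibition rises; many of its hits are not listed in these tables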
# Target sequence (Q9Y570 whole entry, looked up): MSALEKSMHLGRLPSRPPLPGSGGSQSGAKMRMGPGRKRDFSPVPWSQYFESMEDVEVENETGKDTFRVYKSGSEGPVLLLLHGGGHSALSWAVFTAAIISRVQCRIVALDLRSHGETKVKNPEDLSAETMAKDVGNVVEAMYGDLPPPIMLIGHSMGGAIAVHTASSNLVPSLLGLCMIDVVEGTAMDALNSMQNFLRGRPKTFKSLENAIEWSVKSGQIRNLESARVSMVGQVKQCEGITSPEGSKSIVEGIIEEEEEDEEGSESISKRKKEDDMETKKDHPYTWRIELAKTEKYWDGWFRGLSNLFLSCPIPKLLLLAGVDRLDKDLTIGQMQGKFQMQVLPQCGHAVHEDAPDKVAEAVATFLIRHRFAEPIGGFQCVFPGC
# MCL1-BIM inh = inhibitors of MCL1 binding to BIM-BH3, primary screen, biochemical, fluorescence polarization; Induced myeloid leukemia cell differentiation protein Mcl-1 (Homo sapiens), Q07820; inhibition, % at 10.9 µM; GST-MCL1 / FITC-Bim-BH3 fluorescence polarization; 320,000 tested, 0.68% active;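 active means inhibition above the mean inhibition of all tested compounds plus 3 SD, set per campaign, cut at about 40% in these data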;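 further: 0% = DMSO wells and 100% = unlabeled Bim-BH3 peptide control; higher means more loss of mP so more displacement of Bim peptide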
# BCLXL inh = inhibitors of human Bcl-xL, primary screen, biochemical, fluorescence polarization, HTS; 320,000 tested, 0.7% active; inhibition, % at 10.9 µM; GST-Bcl-xL / FITC-Bim BH3 peptide fluorescence polarization; AID 2129, 2009; Bcl-2-like protein 1 (Homo sapiens), Q07817;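 active means inhibition above the mean of all tested compounds plus 3 SD, cutoff set per campaign, cut at about 30% in these data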;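 further: 0% = DMSO wells and 100% = unlabeled Bim-BH3 peptide competitor; inhibitors lower millipolarization by displacing the labeled peptide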
# Target sequence (Q07817 whole entry, looked up): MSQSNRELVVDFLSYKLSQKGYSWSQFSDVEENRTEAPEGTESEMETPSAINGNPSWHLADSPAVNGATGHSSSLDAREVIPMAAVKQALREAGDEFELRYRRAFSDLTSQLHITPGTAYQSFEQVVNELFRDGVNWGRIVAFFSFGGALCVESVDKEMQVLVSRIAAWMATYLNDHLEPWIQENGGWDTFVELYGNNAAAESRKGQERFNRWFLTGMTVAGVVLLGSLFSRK
# Fam108B inh = mouse Fam108B serine hydrolase inhibitors, primary screen, counter-screen for RBBP9 inhibitor project, biochemical, fluorescence polarization | 300,000 tested, 0.33% active | AID 1947, 2009 | inhibition, % at 9.51 µM | recombinant Fam108B, FP-Rh probe fluorescence polarization;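 active means inhibition above the screen mean inhibition plus 3 SD, computed separately per campaign, cut at about 18% in these data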;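 further: inhibitors lower polarization as less probe binds the enzyme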
# TPT1 inh = Candida albicans TPT1 enzyme inhibitors, primary screen, biochemical, fluorescence polarization. inhibition, % at 5 µM. tRNA 2'-phosphotransferase TPT1 (Candida albicans SC5314). recombinant caTPT1, FP RNA substrate dephosphorylation. AID 1962, 2009. 300,000 tested, 0.81% active;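 active means inhibition above the mean of all tested compounds plus 3 SD, set per screening campaign, cut at about 24% in these data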;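 further: plate controls were DMSO alone for no effect and ferristatin control at 100 nM for full effect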
# MEX-5 binding = MEX-5 zinc finger RNA-binding disruptors – biochemical, C. elegans, fluorescence polarization, MLPCN library, primary screen; Zinc finger protein mex-5 (Caenorhabditis elegans), Q9XUB2; activity score (negative = inhibition of binding), % at 10 µM; 300,000 tested, 0.38% active; MEX-5/FITC-TCR2 RNA binding; active compounds read low;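 active means inhibition past about -25% in most replicates, and total fluorescence under double the plate's negative control median, limit read from the data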;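 further: 0% = DMSO and -100% = 5 µM competing unlabeled TCR2 RNA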
# Target sequence (Q9XUB2 whole entry, looked up): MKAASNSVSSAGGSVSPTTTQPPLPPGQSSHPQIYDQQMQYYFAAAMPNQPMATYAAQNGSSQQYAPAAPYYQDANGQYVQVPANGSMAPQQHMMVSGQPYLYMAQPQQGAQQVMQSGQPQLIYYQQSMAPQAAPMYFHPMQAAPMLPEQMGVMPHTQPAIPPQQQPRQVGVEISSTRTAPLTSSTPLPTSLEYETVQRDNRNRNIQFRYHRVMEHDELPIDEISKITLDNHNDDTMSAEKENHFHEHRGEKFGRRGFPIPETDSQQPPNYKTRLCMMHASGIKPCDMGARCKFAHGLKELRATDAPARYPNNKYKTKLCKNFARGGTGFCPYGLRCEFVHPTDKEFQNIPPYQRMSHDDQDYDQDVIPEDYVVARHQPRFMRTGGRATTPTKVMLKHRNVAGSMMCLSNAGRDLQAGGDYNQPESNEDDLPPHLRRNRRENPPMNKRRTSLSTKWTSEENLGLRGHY
# PAD4 FP inh = human PAD4 inhibitors, primary screen, biochemical, fluorescence polarization, 1536-well format | Protein-arginine deiminase type-4 (Homo sapiens), Q9UM07 | recombinant PAD4, RCA probe fluorescence polarization | inhibition, % at 6.36 µM | 330,000 tested, 0.41% active | AID 485272, 2010;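 active means percent inhibition above a cutoff equal to the mean of all tested compounds plus 3 SD, cut at about 15% in these data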;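 further: 0% = PAD4 with RCA probe and DMSO and 100% = probe without PAD4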
# Starred values were filed as active, the others as inactive; / = no result given. Not all compounds are listed; count on the stated rates, not on these rows.
SMILES,GSTO1 inh,GLD-1 RNA inh,PME-1 primary,MCL1-BIM inh,BCLXL inh,Fam108B inh,TPT1 inh,MEX-5 binding,PAD4 FP inh
COc1ccc(NC(=O)CN(C)C(C)C(=O)NC(=O)NC2CCCCC2)cc1 (stereo not drawn),4,3,-4,-8,-6,0,2,0.6,-4
CCC(C)NC(=O)Cn1cccc1C(=O)c1ccccc1 (stereo not drawn),6,-3,9,2,3,1,-4,0.9,-2
Cc1cccc2c3c([nH]c12)CCN(C)C3,16,11,-12,11,5,-4,-5,-3.3,1
COc1ccc(Cc2nc3ccc(C(=O)N4CCOCC4)cc3o2)cc1,-1,-4,5,5,7,1,0,-0.6,-5
O=C(Nc1nnc(-c2ccc3c(c2)CCCC3)o1)C1COc2ccccc2O1 (stereo not drawn),-37,-7,-1,-3,-2,0,-5,-1.1,4
CCCCNC(=S)N/N=C/C1=CCC2CC1C2(C)C (stereo not drawn),2,2,-2,10,-1,1,1,-0.7,3
COC(=O)Cc1[nH]n(-c2nc3ccccc3s2)c(=O)c1C(C)=Nc1ccc(Cl)cc1,-16,-1,-1,6,5,8,-1,0.2,-2
Nc1nnc(-c2ccc(Cl)cc2)o1,-1,0,4,3,5,0,-2,0.5,1
N#Cc1ccccc1N=Cc1ccc(Br)cc1,7,1,2,2,3,1,0,1.7,7
CCc1ccccc1OCC(=O)OCC(=O)N1CC(=O)Nc2ccccc21,2,4,4,-12,0,3,1,0.8,0
CCN(CC(=O)Nc1c(F)cccc1F)C(=O)c1cnccn1,1,7,-3,-11,0,-2,-1,0.7,4
CCCCNCCOCCOc1ccc(C)cc1[N+](=O)[O-],-5,5,4,15,7,-3,-20,-2.8,1
CCCCOc1c(Br)cc(CNCCCN2CCOCC2)cc1OC,2,-1,0,-10,1,-3,-1,3.2,1
O=C(NC1CCCCC1)c1ccc(Br)o1,0,-2,2,5,7,-9,1,1.4,-2
COc1cc(N/N=C/c2ccc(N(C)C)cc2)ncn1,8,-4,1,-2,-1,3,-2,-1.2,0
COc1cc(NC(=S)NC(C)(C)C)c(OC)cc1Cl,-1,2,12,5,3,5,0,0.4,-3
Cc1ccc(S(=O)(=O)NC(=O)c2cc(C)n(-c3ccccc3)c2C)cc1,3,4,5,-2,0,2,-2,1.7,-3
CCOc1ccc2oc(C(=O)N(CC)CC(=O)Nc3ccc(NC(C)=O)cc3)c(C)c2c1,/,-2,-3,-12,-7,/,/,/,0
COC(=O)C1C2C=CC3(CN(c4cccc(C)c4)C(=O)C13)O2 (stereo not drawn),6,6,-1,7,3,2,-2,-0.7,-1
C=CCc1ccccc1OCCSc1nc2ccc([N+](=O)[O-])cc2s1,0,-1,-5,1,2,-1,1,1.3,4
COc1cc(C2C(C(=O)c3ccco3)=C(O)C(=O)N2c2cc(C)on2)ccc1OCc1ccccc1 (stereo not drawn),0,-2,-1,3,-2,0,1,-2.4,-2
CC(=O)c1cc2c(s1)-c1cc(F)ccc1OC2,-4,9,4,15,10,1,2,-3.8,4
Cc1cc(SCC(=O)c2cccs2)n2nc(C)c(-c3ccccc3)c2n1,7,-6,-4,9,1,6,-2,0.2,4
CN(C)CCN(C(=O)CCc1ccccc1)c1nc2c(F)cc(F)cc2s1,15,5,0,-1,3,-1,1,3.7,0
COc1ccc(N2CCN(C(=O)CNS(=O)(=O)c3ccc(C)c(C)c3)CC2)cc1,-1,-8,3,-3,1,0,-2,-0.6,-3
O=C(O)C1CCCCC1C(=O)N1CCCC1 (stereo not drawn),-4,2,-6,4,7,-3,4,-0.5,-3
Fc1ccc(Nc2nc(-c3ccncc3)cs2)cc1,-1,3,10,2,2,2,3,/,0
CCCC(=O)N(c1ccccc1)C1C=CS(=O)(=O)C1 (stereo not drawn),3,-8,0,2,4,1,1,0.2,-1
c1ccc2sc(NN=C3CCCC3)nc2c1,5,-9,7,-7,-2,-1,-2,-0.7,3
COc1cc(C(=O)NNC(=O)c2cc(C)[nH]n2)cc(OC)c1OC,-5,-1,-1,-5,2,2,-5,-13,-2
Cc1c(NC(=O)COC(=O)c2ccc(F)c(S(=O)(=O)N3CCOCC3)c2)c(=O)n(-c2ccccc2)n1C,6,9,-9,-2,4,0,-1,2.6,7
Cc1ccc(-c2nnn(C/C(N)=N/O)n2)cc1,0,-30,-2,-2,3,3,3,-2.9,3
CCCNC(=O)C(NS(=O)(=O)c1cccc2nsnc12)c1ccccc1 (stereo not drawn),11,6,-2,1,3,8,-1,0.3,1
Cc1ccc(-c2nc(CN3CCCCC3CCN3CCCC3=O)c(C)o2)o1 (stereo not drawn),8,-15,4,10,4,1,1,2.6,-1
CCOC(=O)c1cccc(NC(=O)C2(S(=O)(=O)c3ccc(C)cc3)CC2)c1,0,6,15,0,1,-5,-2,0.3,2
Cc1cc(C(=O)CCl)c(C)n1-c1cccc([N+](=O)[O-])c1,96*,0,22,-3,0,1,1,-3.0,2
COc1ccc(CC(=O)OCC(=O)c2ccc(S(=O)(=O)N3CCCCC3)cc2)cc1,/,-4,2,-3,2,/,/,/,4
O=C(c1ccc(Br)c([N+](=O)[O-])c1)N1CCN(Cc2ccccc2)CC1,-2,-3,-2,4,4,1,-2,-0.6,-2
COc1ccc(Cl)cc1NC(=O)CCN1CCN(c2ccccc2C)CC1,0,3,-6,4,2,1,-3,-2.3,6
CC(C)Cc1nnc(NC(=O)CCc2c[nH]c3ccccc23)s1,-10,4,9,1,1,4,3,-1.6,3
O=C(Nc1cccc(C(F)(F)F)c1)C1CCCN1S(=O)(=O)c1cccc2cccnc12 (stereo not drawn),10,4,2,3,2,-5,3,1.2,3
CCOc1cc(/C=N/N2C(=O)NC3(CCCCC3)C2=O)cc(Br)c1O,7,4,1,0,0,5,1,-0.4,-3
CC(C)C(C(=O)OCC(=O)c1cccc([N+](=O)[O-])c1)N1C(=O)[C@@H]2[C@H]3CC[C@H](C3)[C@@H]2C1=O (stereo partly drawn),1,-3,7,6,4,1,-3,1.0,2
CC(=O)Nc1ccccc1NC(=O)CN(C)S(=O)(=O)c1ccc(C)cc1,-3,-1,-1,-1,1,-2,2,0.9,0
COc1ccc(OCCSc2ccc(S(=O)(=O)N3CCCC3)cn2)cc1,/,2,4,9,4,/,/,/,-8
O=C(O)c1ccc2c(c1)C(=O)N(c1ccc(/C=C/C(=O)c3ccccc3)cc1)C2=O,-7,-26,3,-13,-10,-4,18,-1.6,-6
O=C(Nc1ccnn1C1CCN(Cc2cccc(O)c2)CC1)C1CCCC1,5,4,1,3,4,-1,2,1.5,-1
COc1ccc(NS(=O)(=O)c2cccc(N3CC(O)=C(c4ccccc4)C3=N)c2)cc1,17,6,9,14,2,-1,-3,1.2,-1
CCN(CC)CCCn1c2c(c(SCC(=O)Nc3cccc(C(C)=O)c3)nc1=O)CCC2,-12,-5,-1,4,3,5,1,-1.7,2
CSc1ccc(CNC(=O)C(C)n2nc(C)c3c(C)n(-c4ccccc4)nc3c2=O)cc1 (stereo not drawn),6,0,12,-1,-4,-1,-7,-1.4,-3

# More results:
SMILES,GSTO1 inh,GLD-1 RNA inh,PME-1 primary,MCL1-BIM inh,BCLXL inh,Fam108B inh,TPT1 inh,MEX-5 binding,PAD4 FP inh
CC(C)(C)[C@H]1C=C(C(=O)N2CCN(Cc3ccccc3)CC2)O[C@@H](OCCCCO)C1,-5,6,0,4,5,4,1,1.2,-3
O=[N+]([O-])c1cccc(/C([O-])=C(/C(=S)Nc2ccccc2)[n+]2ccccc2)c1,1,2,-4,6,4,1,-1,1.2,1
O/N=C/c1ccc(OCC(O)COc2ccc(/C=N/O)cc2)cc1,2,1,-3,-9,-1,0,-2,0.4,-2
COC(=O)c1ccc2c(=O)n(CCCCCC(=O)N3CCN(c4ccc(F)cc4)CC3)c(=O)[nH]c2c1,1,-3,-2,0,4,3,-1,1.9,-5
CC(C)CC(c1nnnn1C1CCCC1)N1CCC(C(N)=O)CC1 (stereo not drawn),-5,-3,1,-2,1,-4,-4,1.5,1
O=C(NCCCN1CCOCC1)c1cc(-c2cccc(O)c2)on1,4,5,-4,-2,6,-3,3,-0.7,-1
CC(=O)/C(C#N)=C1\NC(=O)C(Cc2ccccc2Cl)S1 (stereo not drawn),-8,2,6,15,10,1,-2,0.8,5
COc1ccc([N+](=O)[O-])cc1N1C(=O)c2cccc3cccc(c23)C1=O,-1,3,5,1,5,-4,-3,-0.8,-2
Cc1cccc(NC(=O)CCS(=O)(=O)c2cccc3nsnc23)c1C,8,-11,-3,1,6,2,-3,-0.8,0
COc1ccc(C2N(C(=O)c3ccccc3)CCN2C(=O)c2ccccc2)cc1,-3,-1,3,5,0,4,-6,0.8,-5
CCOC(=O)CC(=O)CSc1nc2ccc(OC)cc2cc1C,-17,34*,0,47*,36*,-4,-12,0.4,-5
CC(C)OC(=O)c1ccc(NC(=O)C2C3CC4OC(=O)C2C4C3)cc1 (stereo not drawn),0,6,1,-8,2,-1,2,1.4,-3
CCn1c(SCC(=O)Nc2nccs2)nnc1-c1ccccc1,7,-2,-2,-1,-3,2,2,-0.3,1
CCc1ccc(CNc2ccc3c(c2)ncn3C)cc1,4,3,5,15,7,5,1,-5.5,0
CC1(C)OC(=O)C=C[C@]2(C)[C@H]3CC[C@@]4(C)[C@H](c5ccoc5)OC(=O)[C@H]5O[C@]54[C@]3(C)C(=O)C[C@@H]12,/,-4,0,-3,1,/,/,/,2
CCOC(=O)C1CCCN(c2c(N3CCN(c4cccc(Cl)c4)CC3)c(=O)c2=O)C1 (stereo not drawn),2,-1,-3,1,1,-1,0,-1.4,-2
Cc1ccc(NC(=O)N2CCC(O)(c3ccc(Cl)cc3)CC2)cc1,8,-2,-5,2,8,-5,1,-0.8,2
C/C(=N\NC(=O)CN(c1ccc(Oc2ccccc2)cc1)S(C)(=O)=O)C(C)(C)C,6,5,-4,3,-3,6,1,0.6,-7
CC(=O)N(Cc1cc2ccccc2[nH]c1=O)c1ccc(C)cc1,8,-3,-1,8,6,8,1,-3.0,1
CCOC(=O)c1cnc2c(Cl)c(Cl)ccc2c1N1CCN(C)CC1,-7,9,-2,-9,-1,1,8,-0.6,0
O=c1n(-c2ccc(Br)cc2)cnn1-c1ncccc1[N+](=O)[O-],10,1,6,5,6,-1,-3,0.2,-2
CCOC(=O)c1[nH]c(C)c(/C(O)=C2\C(=O)C(=O)N(CCN3CCOCC3)C2c2ccco2)c1C (stereo not drawn),3,0,-1,0,4,1,-3,-0.3,-3
Cc1cccc(N(CC(=O)O)CC(=O)O)c1,0,-1,-5,3,4,-1,-1,/,-2
